Screens (PubChem BioAssay)
USP1 inh = Inhibitors of USP1/UAF1: Primary Screen; Potency, µM (series often up to 57.1 µM), without a hit: at the top dose activity change, negative = inhibition, usual class: inhibitors; actives 0.23% (n = 390,000); recombinant USP1/UAF1, Ub-Rhodamine cleavage fluorescence; note: potency is the fitted concentration of half-maximal effect; % is set by controls: 0 for no effect and ±100 for the full control effect; nearly all actives have a fitted effect of over 60% in size; inactives centre near -12
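Step one: compound is pinned into 1nM USP1/UAF1 in HEPES pH 7.8 buffer with TCEP. Step two: 15 min room-temperature incubation. Step three: Ub-Rho (150nM final) starts cleavage, tracked by fluorescence over six one-minute reads.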
PI4K2A inh = qHTS for small molecular inhibitors of PI4K2A; Phosphatidylinositol 4-kinase type 2-alpha (Homo sapiens), Q9BTU6; purified PI4K2A, ADP-Glo luminescence, 1 h; hits give low values; activity change, negative = inhibition, % at 76.9 µM; actives 0.13% (n = 420,000); AID 1346378, 2018; in the data active = activity change below about -50%; inconclusive = mostly about -30% to -49%;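 note: -100% = wells without enzyme as full effect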
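Compounds are screened against recombinant PI4K2A using PI as substrate and ATP, the latter dispensed at 300 microM. Reactions run one hour at ambient temperature before ADP-Glo detection; full inhibition defined by wells lacking enzyme.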
mIDH1 inhibitor = qHTS for Inhibitors of mutant isocitrate dehydrogenase 1 (IDH1): qHTS. Isocitrate dehydrogenase [NADP] cytoplasmic (Homo sapiens), O75874. IDH1-R132H enzyme, NADPH consumption, diaphorase/resazurin fluorescence. Potency, µM (highest dose often 76.6 µM), for inactives: at the top dose activity change, negative = inhibition, usual class: inhibitors. actives 0.093% (n = 390,000); note: potency is the fitted concentration of half-maximal effect; % is set by controls: 0 for no effect and ±100 for the full control effect; nearly all actives have a fitted effect of over 65% in size
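IDH1-R132H (0.5 ug/mL) preincubated 30 min with compound, then NADPH (0.016 mM) and alpha-KG (2 mM) added; 80 min at RT, pH 7.5. Remaining NADPH coupled via diaphorase/resazurin to fluorescence (540/590 nm); concentration-response curves normalized to no-enzyme control.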
TrxR1 inh = qHTS Assay for Inhibitors of Mammalian Selenoprotein Thioredoxin Reductase 1 (TrxR1): qHTS. recombinant rTrxR1, NADPH fluorescence consumption, selenite substrate. Potency, µM (titrated, usually from 114 µM), without a hit: top-dose activity change, negative = inhibition, most hits filed as inhibitors. actives 1% (n = 390,000). AID 588453, 2011; note: potency is the fitted concentration of half-maximal effect; % is set by controls: 0 for no effect and ±100 for the full control effect; nearly all actives have a fitted effect of over 65% in size
Target sequence (O89049 whole entry, looked up): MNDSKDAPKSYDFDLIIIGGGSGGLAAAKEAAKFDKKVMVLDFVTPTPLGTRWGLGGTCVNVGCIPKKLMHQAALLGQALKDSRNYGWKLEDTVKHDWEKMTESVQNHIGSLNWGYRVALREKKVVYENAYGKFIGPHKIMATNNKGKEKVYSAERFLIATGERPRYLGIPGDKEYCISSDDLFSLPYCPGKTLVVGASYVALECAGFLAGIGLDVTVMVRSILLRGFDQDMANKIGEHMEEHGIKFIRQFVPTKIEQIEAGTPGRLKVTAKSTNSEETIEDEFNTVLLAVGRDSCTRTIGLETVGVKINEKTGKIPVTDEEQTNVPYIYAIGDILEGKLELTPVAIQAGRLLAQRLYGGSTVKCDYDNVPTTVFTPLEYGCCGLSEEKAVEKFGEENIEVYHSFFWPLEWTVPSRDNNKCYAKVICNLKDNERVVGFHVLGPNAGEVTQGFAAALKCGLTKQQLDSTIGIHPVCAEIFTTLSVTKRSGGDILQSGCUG
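Rat TrxR1 (90 nM in the dispensed reagent) was pre-reduced with 400 uM NADPH for 5 min at room temperature, then incubated with compound for 15 min. After 400 uM selenite was added, NADPH fluorescence (Ex 340/Em 450 nm) was followed for 8 min.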
TRHR PAM = qHTS for Small Molecule Agonists and Allosteric Enhancers of Human TRH Receptor: Primary Screen for Enhancers; enhancement, % at 2 µM; Thyrotropin-releasing hormone receptor (Homo sapiens), P34981; AID 493056, 2011; actives 0.66% (n = 360,000); TRHR cells, fluo-8 calcium fluorescence, EC20 TRH enhancement; in the data active = enhancement above about 30%; note: 0% is about no effect
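Enhancer read-out: after compound pinning and an initial kinetic agonist-mode read, an EC20 of TRH (10 nM final) was injected and fluo-8 calcium signal (Ex 480/Em 530) followed at 1 s/cycle for 100 cycles in TRHR-expressing cells.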
TRHR agonist = qHTS for Small Molecule Agonists and Allosteric Enhancers of Human TRH Receptor: Primary Screen for Agonists. Thyrotropin-releasing hormone receptor (Homo sapiens), P34981. TRHR cells, calcium flux fluo-8, FDSS agonist mode. activation, % at 2 µM. actives 0.18% (n = 360,000). AID 493084, 2011; in the data active = activation above about 30%; note: 0% is about no effect
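Steps: seed TRHR cells overnight; add fluo-8 no-wash Ca dye, RT 30 min–1.5 h; record 10 s baseline; pin-transfer compounds; monitor fluorescence 1 cycle/s for the agonist window. Calcium increases flag candidate agonists.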
D2 ag = HTS Assay for Allosteric Agonists of the Human D2 Dopamine Receptor: Primary Screen for Agonists | actives 0.53% (n = 340,000) | activation, % at 2 µM | AID 485358, 2010 | HEK293 T-REx D2 cells, calcium flux agonist mode;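 active = activation over 3 SD above normal in the single-dose calcium agonist read, cut at about 30% in these data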; note: 0% is about no effect
Target sequence (P14416 whole entry, looked up): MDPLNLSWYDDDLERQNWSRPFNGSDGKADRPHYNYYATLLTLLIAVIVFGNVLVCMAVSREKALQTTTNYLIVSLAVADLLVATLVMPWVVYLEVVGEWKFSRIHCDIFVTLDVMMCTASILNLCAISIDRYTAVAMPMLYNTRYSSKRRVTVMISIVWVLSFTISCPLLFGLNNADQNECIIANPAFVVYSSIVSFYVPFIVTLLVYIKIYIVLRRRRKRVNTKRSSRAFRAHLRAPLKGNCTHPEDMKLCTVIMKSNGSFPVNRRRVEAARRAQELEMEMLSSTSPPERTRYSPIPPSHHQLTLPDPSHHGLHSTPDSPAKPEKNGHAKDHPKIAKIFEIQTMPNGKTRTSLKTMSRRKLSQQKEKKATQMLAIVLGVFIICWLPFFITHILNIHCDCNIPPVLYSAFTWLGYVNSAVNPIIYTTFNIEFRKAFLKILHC
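Tetracycline-induced HEK293 Trex cells with D2 receptor force-coupled to calcium signaling, plated overnight at 30 C and loaded with no-wash calcium dye. Calcium flux read kinetically for 180 s after compound addition; responses flag agonists.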
TrxR1 substrate = qHTS Assay for Substrates of Mammalian Selenoprotein Thioredoxin Reductase 1 (TrxR1): qHTS; actives 0.01% (n = 390,000); Potency, µM (series often up to 114 µM), for inactives: top-dose activity change, negative = substrate turnover; AID 588456, 2011; purified TrxR1 substrate turnover, NADPH consumption readout; note: potency is the fitted concentration of half-maximal effect; % is set by controls: 0 for no effect and ±100 for the full control effect; nearly all actives have a fitted effect of over 50% in size
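Rat TrxR1, dispensed at 90 nM, was prereduced with 400 uM NADPH (final) for 5 min at ~22 deg C, then incubated with compound 15 min before 400 uM selenite. A first-read NADPH fluorescence drop versus no-compound background flagged substrates.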
D2 antag = HTS Assay for Allosteric Antagonists of the Human D2 Dopamine Receptor: Primary Screen for Antagonists; AID 485344, 2010; D(2) dopamine receptor (Homo sapiens), P14416; actives 2% (n = 340,000); inhibition, % at 10 µM; HEK293 TREx D2 cells, calcium flux, dopamine EC80; in the data active = inhibition above about 30%; note: 0% is about no effect
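Calcium mobilization kinetics were recorded at 1 s intervals in tetracycline-induced HEK293 T-REx D2 cells, first for 180 s after compound addition and then 180 s after EC80 dopamine.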
* marks the source's active call; other numbers are inactive results; u = inconclusive; x = not tested or not shown; [ ] = another dose, or the depositor's remark. Unless noted, calls come from the whole dose curve; as a rule, active = well fitted inhibition curve with a large enough effect; inconclusive = small, poorly fitted or top-dose-only effect; inactive = no such curve, though single readings can be large or run the other way.

Below each SMILES – TrxR1 substrate, TrxR1 inh, USP1 inh, mIDH1 inhibitor, TRHR PAM, D2 ag, D2 antag, PI4K2A inh, TRHR agonist
COc1ccc(N2CCN(C(=O)CCc3nnc4ccc(N5CCC(C)CC5)nn34)CC2)cc1
 : -1%, 17%, -20%, 8%, -2, -0.5, 19, 7, 0.7
Cc1ccsc1C(=O)N1CCCC(CO)(Cc2ccccc2)C1 (stereo unspecified)
 : 3%, 2%, -13%, 0%, -3, 0.4, 0, -9, 0.9
Cc1cc(C)c2sc(N3CCN(C(=O)C4CC4)CC3)nc2c1
 : 1%[57.1 µM], 2%[57.1 µM], -9%, 0%, 9, 0.3, x, -5, 0.3
CCOc1ccc(Cn2ccnc2CCl)cc1[N+](=O)[O-]
 : 3%, 13%, 0%, 0%, 3, -0.4, -9, -2, 0.1
CC1(c2cnc(Nc3ccccc3)s2)CCC(=O)O1 (stereo unspecified)
 : -3%, 3%, -13%, 0%, 6, 0.1, -5, 1, 0.1
COc1ccc(-n2c(=O)c3ccccc3n(CC(=O)c3ccccc3)c2=O)cc1OC
 : -5%, 8%, -11%, 0%, 2, -0.1, -3, 0, -0.4
COc1ccc(CCNc2cn[nH]c(=O)c2Cl)cc1OC
 : -2%, -2%, -8%, 2%, 1, 0.7, -3, -1, 0.1
COC(=O)c1ccc(NC(=S)NC2CCc3ccccc32)cc1 (stereo unspecified)
 : -1%[57.1 µM], -1%[57.1 µM], -14%, 3%, -9, x, x, 3, 2.7
COc1ccc(CNc2ncnc3c2[nH]c2cc(OC)c(OC)cc23)cc1
 : 21%, 13%, -22%, -9%, -8, 1.3, -16, 3, 1.4
N#C/C(=C/c1ccncc1)c1nc2ccccc2s1
 : 6%, u, -18%, 4%, 16, 30*, 4, 5, 16
CC(Oc1ccc(F)cc1Br)c1nc2ccccc2c(=O)[nH]1 (stereo unspecified)
 : -10%, -24%, -4%, -1%, 6, -0.2, -1, -3, -1.0
COc1ccccc1N(CCC#N)C(=O)CSc1ccc2c(c1)OCCO2
 : 4%, 7%, -17%, 10%, 8, 0.3, -14, 0, -0.2
CC(=O)NC12CC3CC(C1)CC(C(=O)Nc1ccc(C)c(S(=O)(=O)N4CCCCCC4)c1)(C3)C2
 : -10%, -10%, 1%, 7%, x, x, x, -2, x
COc1ccc(OC)c(CNC(=O)CN2CC(C)Sc3ccccc32)c1 (stereo unspecified)
 : -1%[57.1 µM], 16%[57.1 µM], -34%, 4%, -16, -1.5, x, -2, -0.6
CCOC(=O)CSc1n[nH]c(NC(=O)c2ccc(F)cc2)n1
 : 1%, 5%, -3%, 15%, -5, -0.8, -10, 50, -0.6

(listing goes on)
Below each SMILES – TrxR1 substrate, TrxR1 inh, USP1 inh, mIDH1 inhibitor, TRHR PAM, D2 ag, D2 antag, PI4K2A inh, TRHR agonist
COc1ccc(NC(=O)c2ccsc2NC(C)=O)cc1
 : 8%[11.4 µM], 13%[11.4 µM], -11%, 9%, 7, -1.0, -14, -6, -0.8
Oc1nc(Nc2ccc(Cl)cc2Cl)sc1/C=C1\C=Nc2ccccc21
 : -7%, -9%, -17%, 1%, -3, 0.5, -5, 0, 0.4
O=C(Nc1cccc2ccccc12)NC1CCS(=O)(=O)C1 (stereo unspecified)
 : 7%, -3%, -19%, 6%, 0, -0.1, 2, 5, -0.5
COCCN(Cc1ccccc1)C(=S)Nc1ccc(OC(F)F)cc1
 : 4%[57.1 µM], 6%[57.1 µM], -14%, 4%, 2, 0.2, -5, -3, -0.2
c1ccc(COC2CCCN(Cc3nc(Cc4ccccc4)no3)C2)cc1 (stereo unspecified)
 : 9%, 32%, -24%, 8%, -2, -2.4, -12, -4, -0.6
CNC(=S)N/N=C(\C)c1ccc(Cl)c(Cl)c1
 : -7%, 16%[57.1 µM], -11%, 10%, 1, -0.2, -26, 0, -0.3
COc1ccc(/C=C\c2onc(C)c2S(=O)(=O)N2CCC(C(=O)Nc3cccc(OC)c3)CC2)cc1
 : 1%, 10%, 8%, 5%, 11, 2.0, x, -3, -2.0
Cn1nc(C(F)(F)F)c(/C=N/OC(=O)c2ccccc2)c1Sc1ccc(Cl)cc1
 : -5%, 7%, -23%, 14%, 2, x, x, 3, 1.9
Cc1cc(C)c(NS(=O)(=O)c2cccc3cccnc23)c(C)c1
 : -10%[57.1 µM], 33%[57.1 µM], -10%, 12%, 1, -0.5, 8, -1, -0.9
CC(C)(C)NC(=S)NNC(=O)c1ccccc1Cl
 : -12%, -3%[57.1 µM], -6%, 9%, 6, 2.3, -3, -4, 0.3
O=C(COc1ccccc1)NC1=NCCS1
 : 4%[57.1 µM], 18%[57.1 µM], -15%, 2%, -3, 0.6, -3, -2, 3.3
O=C(CSc1nc(-c2ccccc2)cs1)Nc1nccs1
 : 13%, 41%[activator], -14%, 7%, 0, 0.8, -16, -2, -0.7
Cc1ccc(S(=O)(=O)Nc2ccccc2C(=O)N2CCCCC2)cc1
 : 4%, 23%, -12%, 9%, 11, x, x, -4, -0.7
CCOC(=O)c1c(C)[nH]c(C(=O)N(C)CC(=O)Nc2ccc(OC)cc2)c1C
 : -3%, 8%, -14%, -7%, 7, 0.2, -13, -3, -0.3
O=C(Nc1ccccc1C(=O)N1CCCC1)c1ccc(Cl)cc1Cl
 : 7%[57.1 µM], 26%[57.1 µM], -18%, 14%, -6, 0.2, -8, -1, 0.5

Two entries from above, tab-delimited.
compound	TrxR1 substrate	TrxR1 inh	USP1 inh	mIDH1 inhibitor	TRHR PAM	D2 ag	D2 antag	PI4K2A inh	TRHR agonist
O=C(CSc1nc(-c2ccccc2)cs1)Nc1nccs1	13%	41%[activator]	-14%	7%	0	0.8	-16	-2	-0.7
Cc1ccc(S(=O)(=O)Nc2ccccc2C(=O)N2CCCCC2)cc1	4%	23%	-12%	9%	11	x	x	-4	-0.7

The listing continues.
Below each SMILES – TrxR1 substrate, TrxR1 inh, USP1 inh, mIDH1 inhibitor, TRHR PAM, D2 ag, D2 antag, PI4K2A inh, TRHR agonist
COCC(C)Nc1ncnc2c1cnn2-c1ccc(C)c(C)c1 (stereo unspecified)
 : -8%[57.1 µM], -23%[57.1 µM], -27%, -7%, 2, -0.3, x, 0, 0.0
O=C(CCS(=O)(=O)c1ccc(Br)cc1)N1CCN(c2ccc(F)cc2)CC1
 : 6%, 13%, -21%, 4%, -1, -0.3, 1, 1, -0.7
COC(=O)c1c(C)[nH]c(C(=O)CSc2ccc(Cl)cc2)c1C
 : 2%[57.1 µM], 24%[57.1 µM], -17%, 9%, -1, -1.0, 5, -1, 0.2
O=C(NCc1ccc(F)cc1)C1CCCN1S(=O)(=O)c1cccc2nsnc12 (stereo unspecified)
 : -2%, 3%, -21%, 4%, -1, 0.2, 0, 1, -0.4
CC(=O)N/N=C(\C)CC(=O)Nc1cccc(C(F)(F)F)c1
 : 8%[57.1 µM], 10%[57.1 µM], -29%, 13%, -4, -0.1, 23, -5, -0.1
Fc1ccccc1N=C1NN=C(c2ccccc2)CS1
 : -11%, 4%[57.1 µM], -25%, -26%, 2, 0.0, -2, -14, -1.7
COc1ccc(-c2nc3sc(CCNC(=O)Cc4ccc(Cl)cc4)c(C)n3n2)cc1
 : 1%[57.1 µM], 9%[57.1 µM], -16%, 5%, 2, -1.3, x, -7, 0.2
N/C(=N\c1nc(CSc2ccc(Cl)cc2)cc(=O)[nH]1)Nc1cccc2ccccc12
 : -4%, -14%, -6%, 0%, -4, -0.2, -4, 2, 0.7
Cc1ccc(S(=O)(=O)N/N=C/c2ccc(O)cc2O)cc1[N+](=O)[O-]
 : -2%, 10%, 4%, -1%, -3, -1.1, -6, -2, -0.7
COc1ccccc1C(=O)Nc1cc(-c2cccc(Br)c2)nn1-c1ccccc1
 : 4%[57.1 µM], 36%[activator][57.1 µM], -21%, 3%, 2, x, x, -3, 0.6
Cc1[nH]c2ccccc2c1N=Nc1ccccc1C(=O)O
 : -14%, u, -4%, -5%, 4, -0.5, 0, -4, 0.5
CC(C)CN(C(=O)CSc1nnc2c(Cl)cc(C(F)(F)F)cn12)C1CCS(=O)(=O)C1 (stereo unspecified)
 : 7%, 11%[57.1 µM], -8%, 2%, -5, x, x, 7, -0.4
Cc1cc(N2CCN(S(=O)(=O)c3ccccc3)CC2)c2ccccc2n1
 : -1%, -5%, -16%, -3%, -4, -1.4, -7, 3, 0.0
CN(CC1CCCN(CCc2ccccc2F)C1)C(=O)c1ccoc1 (stereo unspecified)
 : -9%, 0%, -2%, -8%, 1, 0.1, 14, 4, 0.5
Cc1ccccc1S(=O)(=O)NC1=NCCCCC1
 : 4%, 9%, -11%, 4%, -2, 0.2, -17, 2, -0.8
CCOc1cccc(Nc2cc3n(c(=O)n2)CCc2cc(OC)c(OC)cc2-3)c1
 : -11%, -12%, -7%, 1%, -2, 0.0, 6, 6, -0.4
COCCOC(=O)/C=C1/NC(=O)CS1
 : -8%, 38%[57.1 µM], -17%, 0%, 0, 0.9, -13, -4, 0.3
